# DAGLB inhibitor – DAGLB lipase inhibitors, primary screen, biochemical, fluorescence, HTS; Diacylglycerol lipase-beta (Homo sapiens), Q8NCG7; HEK293T DAGLB membrane lysate, EnzChek fluorogenic substrate; inhibition, % at 5.17 µM; 340,000 tested, 0.059% active; in the data active means inhibition above about 34%;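 further: 0% = enzyme with vehicle and 100% = wells lacking enzyme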
# Target sequence (Q8NCG7 whole entry, looked up): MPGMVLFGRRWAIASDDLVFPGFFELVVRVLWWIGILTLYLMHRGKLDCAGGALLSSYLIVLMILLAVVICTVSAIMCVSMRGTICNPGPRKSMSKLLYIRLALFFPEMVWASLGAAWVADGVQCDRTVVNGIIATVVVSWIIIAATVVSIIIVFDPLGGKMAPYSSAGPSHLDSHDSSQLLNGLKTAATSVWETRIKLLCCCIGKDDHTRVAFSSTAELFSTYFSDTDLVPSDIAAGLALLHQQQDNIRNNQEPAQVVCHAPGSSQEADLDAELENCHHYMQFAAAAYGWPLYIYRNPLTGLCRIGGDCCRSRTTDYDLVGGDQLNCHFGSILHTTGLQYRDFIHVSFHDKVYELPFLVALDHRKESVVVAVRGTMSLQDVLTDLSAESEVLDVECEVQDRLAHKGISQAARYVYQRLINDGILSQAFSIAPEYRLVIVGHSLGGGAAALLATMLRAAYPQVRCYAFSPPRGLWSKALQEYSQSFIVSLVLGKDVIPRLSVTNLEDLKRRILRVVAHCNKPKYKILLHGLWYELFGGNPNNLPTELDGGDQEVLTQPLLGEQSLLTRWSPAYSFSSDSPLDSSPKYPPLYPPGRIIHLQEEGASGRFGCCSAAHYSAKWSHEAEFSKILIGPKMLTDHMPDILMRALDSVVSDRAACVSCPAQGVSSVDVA
# PKA-R2B act – activators of PKA-R2B holoenzyme, primary screen, biochemical, fluorescence polarization, Cy5-IP20, human; cAMP-dependent protein kinase catalytic subunit beta (Homo sapiens) + cAMP-dependent …; PKA-R2B holoenzyme dissociation; R2B truncated from residue 108, S112A mutant; 0% DMSO only, 100% 113 µM cGMP; activation, % at 11.4 µM; 340,000 tested, 0.079% active; AID 504700, 2011;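 active means activation above a cutoff set at the mean over all compounds plus 3 SD, cut at about 18% in these data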;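 further: higher means more holoenzyme dissociation and a rise in polarization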
# Target sequence (P31323 whole entry, looked up, other chains not shown, the tested form may be a part): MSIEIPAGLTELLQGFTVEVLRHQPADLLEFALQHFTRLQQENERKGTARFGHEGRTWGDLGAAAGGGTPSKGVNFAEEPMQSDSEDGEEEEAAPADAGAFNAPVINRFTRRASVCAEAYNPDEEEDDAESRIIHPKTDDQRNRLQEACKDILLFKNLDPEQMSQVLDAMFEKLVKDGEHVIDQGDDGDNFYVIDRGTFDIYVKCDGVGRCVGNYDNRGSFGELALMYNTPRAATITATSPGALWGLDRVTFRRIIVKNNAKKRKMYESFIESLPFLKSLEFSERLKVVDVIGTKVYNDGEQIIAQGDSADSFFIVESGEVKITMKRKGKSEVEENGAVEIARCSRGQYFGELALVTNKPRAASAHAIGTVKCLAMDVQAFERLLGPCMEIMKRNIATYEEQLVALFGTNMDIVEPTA
# phage Ecoli inh – growth loss of phage-infected E. coli, primary screen, RecBCD inhibitor project, absorbance, with phage, HTS | inhibition, % at 11.9 µM | AID 651602, 2012 | 360,000 tested, 0.26% active; in the data active means inhibition above about 11%
# PKA-R1A activ – activators of PKA-R1A holoenzyme, primary screen, biochemical, fluorescence polarization, Cy5-IP20, bovine R1A, mouse PKAc | activation, % at 11.4 µM | 340,000 tested, 0.083% active | cAMP-dependent protein kinase type I-alpha regulatory subunit (Bos taurus) + … | PKA-R1A dissociation; scaled: DMSO 0%, 113 µM cGMP 100%;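 active means percent activation above the mean of all tested compounds plus 3 SD, cut at about 19% in these data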;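 further: higher means more PKAc released from R1A so a rise in polarization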
# An asterisk follows results filed as active. Only part of the results is shown; rates above refer to the full screens.
[1] C[C@@H]1CN([C@@H](C)CO)C(=O)c2cc(Br)cnc2O[C@H]1CN(C)C(=O)CN1CCOCC1
[2] C[C@H](CO)N1C[C@H](C)[C@H](CN(C)Cc2cncnc2)Oc2cc(Br)ccc2S1(=O)=O
[3] Cc1cc(=O)c2ccc(NC(=O)c3ccccc3)cc2[nH]1
[4] Cc1ccc(CNC(=O)CSc2nc(=O)n3ccc(C)cc3n2)cc1
[5] COc1ccc(NC(=O)COC(=O)c2c(NC(C)=O)sc(C)c2C)cc1
[6] COc1ccc(S(=O)(=O)N(C)C)cc1NC(=O)COc1ccc2c(c1)CCC2
[7] CCOC(=O)N(C)C[C@@H]1OCc2cnnn2CCCC(=O)N([C@@H](C)CO)C[C@@H]1C
[8] CN(C(=O)COC(=O)CSc1ccccc1)c1c(N)n(Cc2ccccc2)c(=O)[nH]c1=O

compound no. | 1 | 2 | 3 | 4 | 5 | 6 | 7 | 8
DAGLB inhibitor | -2 | -3 | 0 | -3 | -3 | -2 | -4 | -4
PKA-R2B act | -1 | 2 | 0 | -6 | -10 | 7 | 0 | -4
phage Ecoli inh | 2.9 | 0.6 | 3.7 | 1.2 | 2.2 | 2.1 | -0.2 | 0.8
PKA-R1A activ | 4 | 1 | -4 | 2 | 0 | -1 | -11 | -6

[9] CC(=O)Nc1ccc(NC(=O)N2CCOCC2)cc1
[10] Cc1c(NC(=O)c2cccc(NC(=O)Cc3ccccc3Cl)c2)c(=O)n(-c2ccccc2)n1C
[11] COc1ccc(CCNC(=O)CSC2=NS(=O)(=O)c3cc(F)ccc3N2)cc1OC
[12] O=S1(=O)N[C@@H](c2ccccc2)COc2cc(Br)ccc21
[13] CC1=C(C(=O)N2CCOCC2)CC(CC(=O)NCCN2CCOCC2)C(=O)N1CCC1=CCCCC1 (centres undefined)
[14] O=C(Oc1ccccc1)N1CCCCC1
[15] C#CCN(C[C@H]1[C@H](OC(=O)NCCCCCC)[C@H](OC(=O)NCCCCCC)C[C@@H](C(=O)OC)[C@H]1C(=O)OC)S(=O)(=O)c1ccc(C)cc1
[16] COc1ccc(CN(C)C(=O)CNC(=O)c2sc3ccccc3c2Cl)c(OC)c1

compound no. | 9 | 10 | 11 | 12 | 13 | 14 | 15 | 16
DAGLB inhibitor | -3 | -2 | -2 | -2 | 0 | -1 | -7 | -4
PKA-R2B act | -6 | 2 | 2 | 3 | 11 | -4 | -2 | 0
phage Ecoli inh | 1.7 | 4.4 | 1.1 | 0.4 | 2.8 | 3.0 | 0.6 | -2.3
PKA-R1A activ | 6 | 6 | 3 | 10 | -6 | 13 | -9 | 8

[17] COc1ccc2nc(-c3ccccn3)ccc2c1
[18] O=C(NCCN1CCOCC1)C1CCN(S(=O)(=O)c2ccccc2)CC1
[19] C[C@H](CO)N1C[C@H](C)[C@@H](CN(C)C(=O)Nc2ccc(F)cc2)OCc2cnnn2CCCC1=O
[20] O=C(C[C@H]1C(=O)N(c2ccccc2)C[C@@H]1Cc1ccccc1)Nc1ccc(Br)cc1
[21] Cc1ccc(S(=O)(=O)N2C[C@H]3N(C(=O)OC(C)C)N(C(=O)OC(C)C)C[C@H](OC(=O)Nc4cccs4)[C@@]3(O)C2)cc1
[22] CN[C@H]1C[C@H]2c3[nH]c4ccc(-c5ccc(OC)cc5)cc4c3CCN2C(=O)[C@H]1[C@H](C)O
[23] C[C@@H]1CCCCO[C@@H](CN(C)S(=O)(=O)c2ccccc2)[C@@H](C)CN([C@H](C)CO)C(=O)c2cc(NS(=O)(=O)c3ccc(F)cc3)ccc2O1
[24] CCn1c(SCC(=O)Nc2ccccc2)nc2c(c1=O)SCC2

compound no. | 17 | 18 | 19 | 20 | 21 | 22 | 23 | 24
DAGLB inhibitor | -5 | -1 | 2 | -3 | 1 | 2 | -1 | -3
PKA-R2B act | -2 | 6 | 7 | -4 | -8 | -6 | 6 | -7
phage Ecoli inh | -0.8 | 5.5 | -1.2 | 1.2 | 0.7 | 2.7 | -2.0 | 0.9
PKA-R1A activ | -4 | -1 | -5 | 1 | -9 | 2 | -2 | 1

[25] O=C(COC(=O)c1cnccn1)NCc1ccccc1Cl
[26] COc1ccccc1NC(=O)Nc1ccnn1C1CCN(C(=O)C2CCOC2)CC1 (centres undefined)
[27] COc1cc(NS(=O)(=O)c2ccc(C)cc2)c2c(c1N)C(=O)c1ccccc1C2=O
[28] CN(C)CCCNC(=S)N1CCC(C(=O)c2ccc(Cl)cc2)CC1
[29] CC(C)c1ccc(C(=O)OCC(=O)Nc2cccc(S(=O)(=O)NC3=NCCC3)c2)cc1
[30] CCc1cccc(C)c1NC(=O)COC(=O)CCn1c(C)csc1=O
[31] Cc1ccccc1-c1ccc2c(c1)O[C@@H](CN(C)C(=O)Nc1ccc(C(F)(F)F)cc1)[C@H](C)CN([C@@H](C)CO)S2(=O)=O
[32] CC(C)CC1NC(=O)c2cc3ccccc3cc2-n2c1nc1ccc(Cl)cc1c2=O (centres undefined)

compound no. | 25 | 26 | 27 | 28 | 29 | 30 | 31 | 32
DAGLB inhibitor | 0 | -1 | 11 | 0 | -4 | 0 | -5 | 1
PKA-R2B act | 9 | 7 | 9 | 2 | -11 | -1 | -6 | 7
phage Ecoli inh | 1.0 | 3.6 | 4.4 | 1.6 | 0.2 | 4.4 | 1.7 | 1.1
PKA-R1A activ | 0 | 3 | -11 | 4 | -15 | -5 | -13 | 4

[33] Cc1ccc(S(=O)(=O)c2nc(/C=C/c3ccccc3)oc2N2CCC(C(N)=O)CC2)cc1
[34] COc1ccccc1CCNC(=O)C1CC(=O)N(c2ccccc2F)C1 (centres undefined)
[35] O=[N+]([O-])c1ccc(-c2nc(Cl)c3c(n2)CCCC3)o1
[36] O=C(COC(=O)/C=C/c1ccc2ccccc2n1)NNC(=O)c1ccccc1
[37] COc1ccc(C)c2sc(N(CCN(C)C)C(=O)c3ccc(S(=O)(=O)N(C)c4ccccc4)cc3)nc12
[38] CCN(CC(=O)Nc1ccccc1C(F)(F)F)C(=O)c1ccc2c(c1)NC(=O)C(C)S2 (centres undefined)
[39] CC1=C(C(=O)N2CCOCC2)CC(CC(=O)NC(c2ccccc2)c2ccccc2)C(=O)N1Cc1ccc(F)cc1 (centres undefined)
[40] C[C@H]1CN([C@@H](C)CO)S(=O)(=O)c2ccc(Br)cc2O[C@@H]1CN(C)C(=O)C1CCOCC1

compound no. | 33 | 34 | 35 | 36 | 37 | 38 | 39 | 40
DAGLB inhibitor | 3 | -3 | -9 | 1 | -3 | 0 | 0 | -1
PKA-R2B act | -16 | 2 | 7 | -2 | 7 | -11 | 2 | 9
phage Ecoli inh | 3.0 | 2.9 | 97* | -0.5 | 2.7 | 4.0 | 3.9 | 4.4
PKA-R1A activ | -5 | -3 | 2 | -7 | 9 | 7 | 5 | -10

# Entries of single compounds, looked up by structure. Values in the order: DAGLB inhibitor | PKA-R2B act | phage Ecoli inh | PKA-R1A activ
# Results for `COc1ccccc1CCNC(=O)C1CC(=O)N(c2ccccc2F)C1` (centres undefined) → -3 | 2 | 2.9 | -3
# Results for `O=[N+]([O-])c1ccc(-c2nc(Cl)c3c(n2)CCCC3)o1` → -9 | 7 | 97* | 2
# Results for `CCN(CC(=O)Nc1ccccc1C(F)(F)F)C(=O)c1ccc2c(c1)NC(=O)C(C)S2` (centres undefined) → 0 | -11 | 4.0 | 7
# Results for `CC1=C(C(=O)N2CCOCC2)CC(CC(=O)NC(c2ccccc2)c2ccccc2)C(=O)N1Cc1ccc(F)cc1` (centres undefined) → 0 | 2 | 3.9 | 5
# Results for `C[C@H]1CN([C@@H](C)CO)S(=O)(=O)c2ccc(Br)cc2O[C@@H]1CN(C)C(=O)C1CCOCC1` → -1 | 9 | 4.4 | -10

# More results follow.
[41] C[C@@H]1CN([C@H](C)CO)C(=O)CCCn2nncc2CO[C@H]1CN(C)Cc1ccc(-c2ccccc2)cc1
[42] COC(=O)C[C@H]1C[C@@H]2c3cc(NC(=O)Nc4ccccc4)ccc3O[C@@H]2[C@@H](CO)O1
[43] CC1=C(C(=O)N2CCOCC2)CC(CC(=O)NCc2ccco2)C(=O)N1Cc1ccc(C(C)(C)C)cc1 (centres undefined)
[44] O=C1[C@H]2[C@@H](c3ccc(C(F)(F)F)cc3)N[C@]3(CCCN(Cc4ccc(F)cc4)C3=O)[C@H]2C(=O)N1Cc1ccccc1
[45] CC1=C(C(=O)N2CCOCC2)CC(CC(=O)NCc2cccs2)C(=O)N1Cc1ccc(F)cc1 (centres undefined)
[46] CCCN(CC1CC1)C(=S)NC(=O)c1ccccc1C
[47] S=C1SC2(CCCCCC2)NC2=C1CCCCC2
[48] CNC(=O)c1ccc(CN(C)C(=O)/C=C/c2ccc(S(=O)(=O)N3CCCCCC3)cc2)cc1

compound no. | 41 | 42 | 43 | 44 | 45 | 46 | 47 | 48
DAGLB inhibitor | 0 | 1 | 1 | -4 | -2 | -3 | 6 | -5
PKA-R2B act | 1 | 7 | 2 | 1 | -5 | -5 | 10 | -1
phage Ecoli inh | 1.0 | 3.2 | 3.2 | 1.5 | 2.9 | -0.2 | 2.6 | 0.6
PKA-R1A activ | -3 | 1 | 0 | 9 | -2 | -8 | -3 | -2

[49] CCOC(=O)Nc1ccc2nc(-c3cscn3)[nH]c2c1
[50] COc1ccccc1-c1n[nH]nc1C1=CC(=O)CC(C)(C)C1
[51] Cc1ccc(C(=O)OCC(=O)NC2CCCC(C)C2C)s1 (centres undefined)
[52] Cc1ccc(S(=O)ONc2cccc(NOS(=O)c3ccc(C)cc3)c2)cc1 (centres undefined)
[53] Cc1ccc(OCC(=O)Nc2ccc3c(c2)nc(CCN2CCN(c4ccccn4)CC2)n3C)cc1
[54] CC(C)(C)OC(=O)N1Cc2cc3ccccc3nc2C1
[55] CCCNC(=O)N(C)C[C@@H]1Oc2cc(C#CC(C)(C)O)ccc2S(=O)(=O)N([C@H](C)CO)C[C@H]1C
[56] C#CCN(C[C@H]1[C@H](OC(=O)NC2CCCC2)[C@H](OC(=O)NC2CCCC2)C[C@H]2C(=O)N(c3ccccc3)C(=O)[C@@H]12)S(=O)(=O)c1ccc(C)cc1

compound no. | 49 | 50 | 51 | 52 | 53 | 54 | 55 | 56
DAGLB inhibitor | -2 | -2 | -3 | 2 | -1 | -7 | 0 | 7
PKA-R2B act | -9 | -9 | 1 | -2 | -1 | -3 | -6 | 8
phage Ecoli inh | 1.9 | 3.0 | 4.6 | 2.7 | 1.5 | 4.3 | 1.2 | 3.3
PKA-R1A activ | 0 | -10 | 5 | 1 | -3 | 1 | 1 | 8

[57] CCN(CC)CCOc1ccc(-c2c(C)c3c(ccc4ccccc43)oc2=O)cc1
[58] CCOC(=O)c1cc(-c2sc(NC(=O)c3ccccc3)nc2C)n(-c2ccc(Br)cc2)n1
[59] CC1NC(=O)c2cc3ccccc3cc2-n2c1nc1cc(Cl)ccc1c2=O (centres undefined)
[60] Cc1csc(SCC(=O)Nc2cc(F)ccc2C)n1
[61] O=C(C=CC=Cc1ccccc1)c1ccc([N+](=O)[O-])cc1
[62] CCOc1ccc(OCCC(=O)Nc2ccccc2C(=O)NC2CC2)cc1
[63] Cc1nn(CC(C)C)c(Cl)c1C(=O)NCC1CCCO1 (centres undefined)
[64] Cc1ccc(NC(=O)COC(=O)c2cccc(S(=O)(=O)N3CCCCCC3)c2)cc1

compound no. | 57 | 58 | 59 | 60 | 61 | 62 | 63 | 64
DAGLB inhibitor | 0 | -3 | 0 | -3 | -4 | -4 | -9 | -13
PKA-R2B act | 3 | -7 | 3 | -2 | -18 | -5 | 2 | -5
phage Ecoli inh | 3.1 | 1.0 | -1.9 | 2.1 | 2.7 | 2.0 | 0.8 | 2.3
PKA-R1A activ | -16 | 4 | -12 | 5 | -2 | -9 | -2 | 13

[65] CC1(C)CC(=O)C=C(c2cn[nH]n2)C1
[66] Cc1cc(C(=O)N2CCCC(N3CCN(c4ccccc4C)CC3)C2)no1 (centres undefined)
[67] CN(Cc1ccccc1)C(=O)c1ncn2c1c(=O)[nH]c1cccnc12
[68] COc1ccc([C@H]2N[C@]3(CCCN(CC4CCCCC4)C3=O)[C@H]3C(=O)N(C)C(=O)[C@@H]23)cc1
[69] Cc1ccc(S(=O)(=O)N2C[C@H]3C(=O)C[C@@H](c4ccc(Cl)cc4)N(S(=O)(=O)c4ccccc4C)[C@H]3C[C@H]2c2ccc(Cl)cc2)cc1
[70] CSc1ncnc2c1ncn2CCCN(C)Cc1ccco1

compound no. | 65 | 66 | 67 | 68 | 69 | 70
DAGLB inhibitor | -1 | -4 | -4 | 4 | -11 | 0
PKA-R2B act | -14 | 3 | 5 | -4 | 2 | -12
phage Ecoli inh | 2.9 | -0.2 | 1.9 | 2.1 | 1.5 | 2.6
PKA-R1A activ | -3 | 0 | 4 | -17 | 1 | -2

# 2 compounds from above, limited to phage Ecoli inh:
No.	canonical_smiles	phage Ecoli inh
68	COc1ccc([C@H]2N[C@]3(CCCN(CC4CCCCC4)C3=O)[C@H]3C(=O)N(C)C(=O)[C@@H]23)cc1	2.1
69	Cc1ccc(S(=O)(=O)N2C[C@H]3C(=O)C[C@@H](c4ccc(Cl)cc4)N(S(=O)(=O)c4ccccc4C)[C@H]3C[C@H]2c2ccc(Cl)cc2)cc1	1.5
